# Source: PubChem
# IL1B secr inh: inhibitors of inflammasome signaling (IL-1 beta secretion) | THP-1 LPS/ATP IL-1B secretion, AlphaLISA, 16 h; hits give low values | 360,000 tested, 4.7% active | activity change, % at 57.5 µM; in the data active means activity change below about -50%; inconclusive means mostly about -30% to -49%; further: on the % scale 0 is the no-effect control and ±100 the full control effect
#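 Secreted IL-1B measured by AlphaLISA bead assay after 16 h compound exposure of THP-1 cells; compounds (final up to 57.5 uM) added 1 h before LPS (250 ng/mL) and ATP (1.25 mM) stimulation; lower signal means less secretion.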
# MCF10A rereplic: DNA re-replication induction in MCF 10a cells | MCF 10A DNA re-replication, Hoechst nuclear intensity, 48 h | Potency, µM (highest dose often 46.1 µM), without a hit: at the highest dose activity, positive = re-replication, hits mostly activators | 350,000 tested, 2.9% active | AID 624296; further: potency means the concentration at half of the fitted maximal effect; % of control where 0% means no effect; nearly all actives have a fitted effect of over 50% in size
# HT1080NT lethal: kills 2HG-producing HT-1080-NT fibrosarcoma cells | Potency, µM (doses to about 46.1 µM), without a hit: at the highest dose activity, negative = less viability, hits mostly cytotoxic | HT-1080-NT fibrosarcoma viability, CellTiter-Glo ATP luminescence, 48 h | 360,000 tested, 1.6% active;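 further: NT is the 2HG producing partner of a matched IDH1 knockdown line; potency means the concentration at half of the fitted maximal effect; 0% = DMSO-treated cells and -100% = media-only wells without cells; nearly all actives have a fitted effect of over 55% in size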
#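 A 48-hour cytotoxicity screen used HT-1080-NT cells plated 2 hours before compound delivery. ATP-based CellTiter-Glo luminescence measured viability, normalized to DMSO and no-cell controls.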
# S2 tox: reduces viability in counter-screen for ATXN expression inhibitors | S2 cells (HEK-293 line with an ATXN2-luciferase reporter) viability, CellTiter-Fluor protease fluorescence, 24 h | Potency, µM (titrated, usually from 56.7 µM), hits mostly cytotoxic | 400,000 tested, 0.49% active | AID 651635; further: potency means the concentration at half of the fitted maximal effect; nearly all actives have a fitted effect of over 40% in size
# HT1080 IDH1KD tx: toxicity to HT-1080 IDH1 knockdown cells (counter line); Potency, µM (top dose mostly 46.1 µM), for inactives: at the highest dose activity, negative = toxicity, most hits filed as cytotoxic; 360,000 tested, 2% active; HT-1080 IDH1 knockdown viability, ATP luminescence, 48 h;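 further: potency means the concentration at half of the fitted maximal effect; 0% = DMSO wells and -100% = cell-free medium wells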
#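 IDH1KD HT-1080 cells, 750/well, RPMI + 5% FBS; compound pinned after 2 h settling; 48 h, 37 °C; CellTiter-Glo luminescence; % activity normalised to DMSO and no-cell wells; curves fitted, classed by r2 and efficacy.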
# SW480 rerep: DNA re-replication induction in SW480 cells. SW480 DNA re-replication, Hoechst DNA content imaging, 48 h. Potency, µM (series often up to 46.1 µM), without a hit: at the top dose re-replication activation, most hits filed as activators. 340,000 tested, 1.8% active. AID 624297; further: potency means the concentration at half of the fitted maximal effect; % of control where 0% means no effect; nearly all actives have a fitted effect of over 55% in size
#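 Compounds, transferred as 23 nL by pin tool, were incubated with cells for 48 hr; DNA content per nucleus was then quantified by Hoechst staining and fluorescence plate imaging.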
# KB-3-1 cytotox: KB-3-1 parental cell cytotoxicity | KB-3-1 viability, CellTiter-Glo ATP luminescence, 72 h | Potency, µM (titrated, usually from 46.1 µM), for the others: top-dose activity change, negative = cytotoxic, usual class: cytotoxic | 400,000 tested, 1.4% active | AID 1347075; further: potency means the concentration at half of the fitted maximal effect; on the % scale 0 is the no-effect control and ±100 the full control effect; nearly all actives have a fitted effect of over 60% in size
#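 72 h, 37 °C compound treatment of KB-3-1 parental cells; CellTiter-Glo added, 10 min, luminescence read. Data corrected against DMSO-only plates and normalized before curve fitting.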
# ATXN2 expr inh: reduces ATXN2 reporter expression in HEK-293 cells. HEK-293 ATXN2-luciferase reporter, luminescence, 24 h. Potency, µM (titrated, usually from 57 µM), for the others: at the highest dose activity change, negative = inhibition, most hits filed as inhibitors. 360,000 tested, 0.72% active. AID 1745845; further: potency means the concentration at half of the fitted maximal effect; on the % scale 0 is the no-effect control and ±100 the full control effect; nearly all actives have a fitted effect of over 55% in size
#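 ATXN2-luciferase reporter cells (luciferase flanked by upstream and downstream ATXN2 gene portions) were treated 24 h at 37 °C with compounds at up to 57 uM. SteadyGlo luminescence gave expression; GF-AFC fluorescence gave viability.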
# KB-V1 cytotox: KB-V1 MDR subline cytotoxicity. KB-V1 MDR cells viability, CellTiter-Glo, 72 h. Potency, µM (highest dose often 46.1 µM), for inactives: at the top dose activity change, negative = cytotoxicity, most hits filed as cytotoxic. 400,000 tested, 3.4% active; further: potency means the concentration at half of the fitted maximal effect; on the % scale 0 is the no-effect control and ±100 the full control effect; nearly all actives have a fitted effect of over 60% in size
#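 Cytotoxicity via CellTiter-Glo luminescence after 72 h compound exposure at 37 degrees C. Cells: drug-selected KB-V1 line, DMEM phenol-red free plus 10% FBS. Compounds tested at multiple concentrations; normalized data fitted to concentration-effect curves.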
# An asterisk follows results filed as active; i = inactive; ? = inconclusive; · = no result given; [ ] = remark or other dose. Unless noted, the call rests on the fitted dose curve; in most records, active means well fitted curve in the direction sought with a large enough effect; inconclusive means small, poorly fitted or top-dose-only effect, or another doubt; inactive means no such curve, though single readings can be large; an effect the other way counts as inactive or inconclusive. Compounds as they come. About 11% of those tested had a hit in this group.
SMILES,IL1B secr inh,MCF10A rereplic,HT1080NT lethal,S2 tox,HT1080 IDH1KD tx,SW480 rerep,KB-3-1 cytotox,ATXN2 expr inh,KB-V1 cytotox
COC(=O)C(CC(C)C)NC(=O)C(Cc1ccccc1)NC(=O)C1CCCN1C(=O)OC(C)(C)C (stereo unspecified),-71*,29%,2%,i,-1%,-10%,-5%,-15%[11.3 µM],-7%
CCCCC(=O)Nc1ccc(NC(=O)c2ccc([N+](=O)[O-])cc2)cc1OC,10,-4%,-8%,i,-3%,-44%[inhibitor],0%,-8%,-28%
C1=C(CCNCC2CCCCC2)CCCC1,0,22%,-8%,i,-2%,-3%,1%,3%,?
CCOC(=O)c1c(C)nc2cc(C)ccn12,-6,17%,?,i,?,?,-4%,34%[activator],-1%
CCCCCc1nnc(NC(=O)c2cccc(S(=O)(=O)N3CCOCC3)c2)s1,48,18%,-3%,i,-2%,0%,1%,-14%,-5%
O=C1NCCCC1C(=O)N/N=C/c1ccccc1O (stereo unspecified),14,9%,-8%,i,-6%,-9%,3%,2%,0%
O=C(CSc1nnnn1-c1cccc2c1CCCC2)N1CCOCC1,20,-5%,0%,i,0%,-10%,10%,1%,-27%
CC(C)(CO)NCc1cccc(OCc2ccc(Cl)cc2)c1,?,10%,?,i,-27%,1%,?,5%,?
CC(=O)N1Cc2ccccc2CC1C(=O)N1CCN(c2ccccc2)CC1 (stereo unspecified),-1,-7%,13%,i,27%,-6%,2%,6%,-23%
O=C(C(Cc1ccccc1)n1cccc1)N1CCCCCC1 (stereo unspecified),-14,9%,-8%,?,0%,-4%,1%,-4%,7%
CCN1CCN(c2nc(N)c([N+](=O)[O-])c(Nc3ccc(C)c(C)c3)n2)CC1,11,1%,12%,i,11%,-1%,-3%,-32%,0%
CCS(=O)(=O)Nc1cc2c3c(c1)CCN3C(=O)CC2,17,7%,5%,i,0%,1%,5%,·,?
COc1cccc(C2NC(=O)NC(C)=C2C(=O)OCC2CCCO2)c1 (stereo unspecified),0,6%,-14%,i,-14%,-2%,6%,-7%,-9%
Cc1ccc(CNc2ccc(N3CCOCC3)cc2)cc1,-14,12%,5%,i,-1%,43%,-14%,12%,-9%
COc1ccc(S(=O)(=O)N2CCN(Cc3ccc(Cl)cc3)CC2)cc1,-65*,?,0%,i,-4%,?,-18%,-14%,?
Nc1c(C(=O)NCc2ccccc2)nnn1Cc1ccccc1,-28,6%,-2%,i,-1%,6%,-27%,4%,-26%
COc1ccc(C(C[N+](=O)[O-])c2c(-c3ccccc3)cc3ccccn23)cc1 (stereo unspecified),-20,18µM*,-28%,?,-2%,?,?,-26%,?
CN(Cc1ccon1)C(=O)C1CCC(=O)N(CCc2ccc(Cl)cc2)C1 (stereo unspecified),8,0%,-2%,i,7%,?,6%,11%,19%
CCCOc1nc(N)c(C#N)c(-c2ccccc2F)c1C#N,-6,-1%,-1%,?,-8%,11%,-2%,2%,-9%
COc1ccc(C(=O)Nc2cc(C(C)C)c(O)c(S(=O)(=O)c3ccc(Cl)cc3)c2C)cc1,·,·,·,i,·,·,-23%,18%,-3%
Cc1ccc(S(=O)(=O)N2CCN(C(=O)COC(=O)CCOc3ccccc3C)CC2)cc1,4,-1%,17%,i,19%,-5%,0%,-1%,12%
Cc1cc(NC(=O)c2cccnc2)ccc1NC(=O)c1ccco1,-25,9%,8%,i,2%,6%,4%,4%,9%
CC(C)OC(=O)CC12CN3CC(CC(=O)OC(C)C)(CN(C1)C(=O)c1ccccc1C3=O)C2=O,44,-2%,8%,i,8%,3%,8%,5%,-8%
O=C(c1ccc(N2CCCC2)c([N+](=O)[O-])c1)N1CCN(c2ccccn2)CC1,?,9%,-3%,i,-7%,-3%,5%,-18%[11.3 µM],?
CNC[C@H]1Oc2cc(Br)ccc2S(=O)(=O)N([C@@H](C)CO)C[C@H]1C,-22,·,9%,i,10%,·,0%,8%,-13%
CN(Cc1ccco1)S(=O)(=O)c1nnc(NC(=O)c2ccc(F)cc2)s1,-9,5%,-4%,i,0%,-4%,0%,·,-31%
Cc1ccc(C(C)C)c(Oc2nnnn2-c2ccccc2)c1,-16,19%,?,i,?,-1%,9%,-21%,?
O=[N+]([O-])c1cc2ccccc2nc1-c1ccccc1,-5,6%,9%,i,16%,-5%,4%,8%,10%
Cc1ccc(NC(=O)CSc2ncccn2)cc1F,-15,5%,-2%,i,-2%,0%,0%,·,5%
Cc1c(C)n(-c2ccccc2)c2ncnc(NCCN(C)C)c12,-4,22%,1%,i,0%,-9%,11%,-1%,24%

# Fetched one by one from the entries so far (four):
SMILES,IL1B secr inh,MCF10A rereplic,HT1080NT lethal,S2 tox,HT1080 IDH1KD tx,SW480 rerep,KB-3-1 cytotox,ATXN2 expr inh,KB-V1 cytotox
COC(=O)C(CC(C)C)NC(=O)C(Cc1ccccc1)NC(=O)C1CCCN1C(=O)OC(C)(C)C (stereo unspecified),-71*,29%,2%,i,-1%,-10%,-5%,-15%[11.3 µM],-7%
CCOC(=O)c1c(C)nc2cc(C)ccn12,-6,17%,?,i,?,?,-4%,34%[activator],-1%
Cc1cc(NC(=O)c2cccnc2)ccc1NC(=O)c1ccco1,-25,9%,8%,i,2%,6%,4%,4%,9%
CCCCCc1nnc(NC(=O)c2cccc(S(=O)(=O)N3CCOCC3)c2)s1,48,18%,-3%,i,-2%,0%,1%,-14%,-5%

# The results go on.
SMILES,IL1B secr inh,MCF10A rereplic,HT1080NT lethal,S2 tox,HT1080 IDH1KD tx,SW480 rerep,KB-3-1 cytotox,ATXN2 expr inh,KB-V1 cytotox
O=C(NCc1ccncc1)C(=O)NCC(c1ccco1)N1CCN(c2ccccc2F)CC1 (stereo unspecified),0,-3%,0%,i,-6%,-4%,-3%,-10%,2.3µM*
COc1ccc(-n2c(=S)[nH]c3cc(C(=O)Nc4ccc(C)c(F)c4)ccc3c2=O)c(OC)c1,-8,10%,?,i,?,26%,0%,-26%,0%
Cc1oc(-c2cccc(Cl)c2)nc1CS(=O)(=O)CC(=O)NCc1ccco1,-14,-8%,-8%,i,-7%,1%,7%,-15%,-8%
Cc1csc2nnc(N)n12,28,16%,-4%,i,-9%,6%[9.22 µM],-9%,-7%,10%
CCOc1cc(/C=C\[N+](=O)[O-])ccc1OCC(=O)Nc1ccccc1C,-21,2.9µM*,2.9µM*,?,6.5µM*,?,-26%,·,3%
CC(C(=O)O)N1C(=O)C2C3CC(C2C1=O)C1C(c2ccccc2)c2sc(=O)[nH]c2SC31 (stereo unspecified),-1,1%,-1%,i,-3%,·,?,3%,-13%
COc1cc2c(cc1OC)C(C(=O)Nc1cc(C)c(OC)c(C)c1)CC(=O)N2 (stereo unspecified),-1,-4%,-3%,i,3%,-8%,0%,-3%,16%
CCC(C(=O)NC1CCCC1)n1c2ccccc2c2nc(=O)cc(C)n21 (stereo unspecified),17,-17%,21%,i,18%,4%,-2%,13%,-10%
CN(C)CCC1Sc2ccccc2Oc2ccccc21 (stereo unspecified),-21,2%,-12%,i,-18%,2%,-4%,-15%,-13%
Cc1noc(C)c1CSc1nnc2ccccn12,10,-5%,3%,?,4%,-6%,1%,-11%,3%
O=C(CSC1=NCCS1)NC(NC(=O)CSC1=NCCS1)c1ccccc1,-22,11%,22%,i,12%,-20%,3%,43%[activator],3%
O=C(Nc1ccccc1)O/N=C/c1ccccc1Cl,-13,?,0%,i,?,-7%,-10%,9%,-5%
CCCc1cc(=O)n2nc(N3CCC(C(=O)NCc4ccco4)CC3)sc2n1,0,-1%,5%,i,14%,-1%,-3%,8%,?
O=C(Nc1ccc2oc(-c3ccc4ccccc4c3)nc2c1)c1cccc(Cl)c1Cl,·,·,·,i,·,·,11%,47%[activator],-19%
O=C(NCc1ccccc1)c1cc2ccccc2oc1=O,0,19%,5%,?,5%,-31%[inhibitor],6%,0%,0%
O=C1NC(Cc2ccccc2)c2nc3cc(F)ccc3c(=O)n2-c2cc3ccccc3cc21 (stereo unspecified),-11,·,?,?,16µM*,·,?,-22%,?
Cc1ccc(NC(=O)C(C)OC(=O)Cn2[nH]c(=O)c3ccccc3c2=O)cc1 (stereo unspecified),6,0%,-10%,i,-2%,-8%,13%,-4%,10%
O=C(NCCCc1nc2ccccc2n1Cc1ccccc1)C1CCCCC1,·,·,·,?,·,·,1%,?,1%
O=C(COc1ccc2ccccc2c1)N1CCN(C(=O)c2cccs2)CC1,-12,-10%,-5%,i,-3%,-1%,-7%,5%,-16%
COc1ccccc1-c1cc(C(=O)Nc2cc(OC)c(OC)c(OC)c2)no1,·,·,·,?,·,·,?,-12%,?
CCCCc1c(-c2ccccc2)ncn1CCc1ccccc1OC,?,·,?,·,?,·,?,?,10µM*
CC(C)c1nc2oc3c(N4CCN(C)CC4)ncnc3c2c2c1CCC2,24,0%,-11%,i,-4%,-2%,?,3%,?
OCCN1CCN(c2ncnc3c2ncn3[C@H]2CN(Cc3ccncc3)C[C@@H](CO)O2)CC1,0,·,12%,i,0%,·,?,12%,17%
O=C(COC(=O)c1nc(Cl)ccc1Cl)NNC(=O)c1ccccc1,19,-1%,4%,i,-4%,-1%,0%,-2%,-3%
Cc1cc(OCC(=O)Nc2ccncc2)cc(C)c1Cl,-5,1%,-11%,?,-28%,-9%,?,·,?
COc1ccccc1CC(=O)Nc1ccc2c(C)cc(=O)oc2c1,-26,-2%,1%,i,-3%,?,-2%,·,-3%
CCOC(=O)CSc1nnc(NCC(=O)OC(C)C)c(=O)[nH]1,14,?,0%,i,-1%,-3%,-7%,-16%,0%
O=C1C2C3C=CC(C3)C2C(=O)N1CNc1ccccc1 (stereo unspecified),-12,-1%,0%,i,2%,-4%,-4%,0%,5%
COc1ccc(-n2nnnc2SCC(=O)Nc2cccc(C)n2)cc1OC,0,?,1%,i,3%,-1%,-2%,8%,-27%
